IL1B cytotox: toxic to HUVEC cells under IL-1B stimulation. HUVEC cell count loss, Hoechst imaging, IL-1B stimulated. cell count reduction, % at 2 µM. hit rate 0.41% among 94,000. AID 845;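 active = cell count reduction more than 3 SD above the screen-wide mean, cut at about 70% in these data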;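 also: normalized per plate to untreated control cells as the no-loss baseline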
HUVEC tox TNFa: HUVEC cytotoxicity counter-screen, TNF alpha stimulated. AID 848. HUVEC TNFalpha-stimulated, Hoechst cell count, imaging. cell count reduction, % at 2 µM. hit rate 0.17% among 93,000;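 active = cell count reduction exceeding the screen mean by over 5 SD, scaled to untreated wells per plate, cut at about 78% in these data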;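 also: cells counted after 24 h of TNF alpha exposure following the 1 h pretreatment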
PTPN22 inh 2: blocks human PTPN22 phosphatase activity; Q9Y2R2; AID 640; hit rate 0.21% among 96,000; recombinant LYP catalytic domain, DiFMUP fluorescence; inhibition, % at 2 µM;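 active = inhibition at 2 µM at or above a set limit, the screen mean plus 3 SD, cut at about 24% in these data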;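 also: 0% = DMSO with enzyme and 100% = enzyme fully blocked by orthovanadate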
VCAM1 TNFa inh: reduces TNF alpha induced VCAM1 expression in HUVEC | inhibition, % at 2 µM | AID 802 | hit rate 0.48% among 95,000 | HUVEC TNFa-induced VCAM-1 immunofluorescence, high-content imaging;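 active = inhibition above the batch mean plus 3 SD, with images confirmed as a hit by eye, cut at about 37% in these data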;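 also: 0% = TNF-stimulated DMSO wells and 100% = unstimulated control wells; not every result past the cut was called active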
MT1-MMP txn act: MT1-MMP promoter transcription activation | AID 750 | HT1080 MT1-MMP promoter luciferase reporter, luminescence, overnight; active compounds read high | activation factor at 10 µM | hit rate 0.16% among 86,000;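 active = activation factor of at least 2 for MT1-MMP transcription at 10 µM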
Smad3 FoxH1 inh: blocks human Smad3 binding to FoxH1 peptide. P84022. TR-FRET Smad3/Dy647-FoxH1 peptide binding, europium anti-His. inhibition, % at 25 µM. hit rate 0.29% among 88,000. AID 630;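 active = compounds that reduce the energy-transfer binding signal between the protein and its labelled peptide by more than half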;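 also: 0% = Smad3 plus labelled peptide maximal FRET and 100% = peptide-only background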
Target sequence (P84022 whole entry, looked up): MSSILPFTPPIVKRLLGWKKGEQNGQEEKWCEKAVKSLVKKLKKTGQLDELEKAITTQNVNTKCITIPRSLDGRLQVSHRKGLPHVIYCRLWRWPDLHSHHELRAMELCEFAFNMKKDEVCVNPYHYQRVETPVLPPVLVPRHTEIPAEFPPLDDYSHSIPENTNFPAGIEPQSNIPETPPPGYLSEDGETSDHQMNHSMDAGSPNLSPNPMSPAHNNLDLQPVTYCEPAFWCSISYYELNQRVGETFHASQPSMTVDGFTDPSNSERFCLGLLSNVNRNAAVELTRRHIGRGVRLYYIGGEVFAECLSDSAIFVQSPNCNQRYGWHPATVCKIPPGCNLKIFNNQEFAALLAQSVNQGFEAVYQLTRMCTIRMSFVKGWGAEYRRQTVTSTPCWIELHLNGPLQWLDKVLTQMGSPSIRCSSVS
F-actin modifier: modifiers of cytoskeleton assembly; HUVEC TNFa F-actin phalloidin imaging, high content; inhibition, % at 2 µM; AID 836; hit rate 0.18% among 91,000;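 active = inhibition above the batch mean plus 3 SD and confirmed as a hit by visual image inspection, cut at about 30% in these data, passing the limit was not always enough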; also: strong numbers were not always called active
hDAT+cocaine: human DAT dopamine uptake with cocaine, either direction | Q01959 | LLC-PK1 hDAT cells, [14C]-dopamine uptake with cocaine IC80; actives deviate in either direction | B-score at 10 µM | hit rate 1.3% among 110,000 | AID 449768;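 active = Z score or B-score, a plate-position-corrected score, falls beyond the plate's 99.7% confidence bounds, in either direction; inactive = both scores lie inside the 99.7% bounds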;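 also: scored against the spread of the other compound wells on the same plate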
Target sequence (Q01959 whole entry, looked up): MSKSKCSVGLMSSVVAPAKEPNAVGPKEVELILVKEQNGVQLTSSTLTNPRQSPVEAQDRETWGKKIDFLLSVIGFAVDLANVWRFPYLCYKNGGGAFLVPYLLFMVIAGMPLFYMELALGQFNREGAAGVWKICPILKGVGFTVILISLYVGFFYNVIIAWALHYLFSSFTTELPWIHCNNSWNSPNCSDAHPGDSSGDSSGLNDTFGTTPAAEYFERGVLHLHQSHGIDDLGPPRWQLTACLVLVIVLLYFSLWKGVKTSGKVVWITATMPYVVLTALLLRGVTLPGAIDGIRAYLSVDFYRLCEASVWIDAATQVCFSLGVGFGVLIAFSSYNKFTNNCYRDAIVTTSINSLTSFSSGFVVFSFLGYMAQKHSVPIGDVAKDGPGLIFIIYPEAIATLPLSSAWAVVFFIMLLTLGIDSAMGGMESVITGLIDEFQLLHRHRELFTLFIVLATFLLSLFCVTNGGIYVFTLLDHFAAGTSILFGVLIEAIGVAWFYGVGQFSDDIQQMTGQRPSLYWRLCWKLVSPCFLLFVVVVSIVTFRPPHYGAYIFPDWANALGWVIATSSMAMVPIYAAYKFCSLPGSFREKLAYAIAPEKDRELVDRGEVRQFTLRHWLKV
Candida biofilm: kills Candida albicans biofilms; C. albicans biofilm + clotrimazole, Alamar Blue; inhibition, % at 6 µM; hit rate 0.14% among 85,000; AID 834;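 active = inhibition above 20%; inactive = inhibition below 20%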;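 also: preformed 24 hr biofilms exposed to compound for 48 hr; 0% = biofilm without compound and 100% = blank killed by clotrimazole plus chlorhexidine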
An asterisk follows results filed as active; nt = not tested or not shown; & = joins results of further samples; [ ] = remark or other dose.

SMILES | IL1B cytotox | HUVEC tox TNFa | PTPN22 inh 2 | VCAM1 TNFa inh | MT1-MMP txn act | Smad3 FoxH1 inh | F-actin modifier | hDAT+cocaine | Candida biofilm
Clc1ccc(-n2nnnc2SCc2c(-c3ccccc3)nc3sccn23)cc1 | 0 | -4 | -1 | -14 | 1.2 | 3 | 47 | 0.58 | 5
COc1ccc(/C=C\C(=O)c2c(O)ccc3c(C)cc(=O)oc23)cc1OC | -1 | -8 | 4 | 30 | nt | nt | 1 | 0.28 | nt
Cc1ncc(CSc2nnnn2-c2ccccc2)c(N)n1 | -26 | 0 | 7 | -8 | 1 | 1 | -20 | -0.33 | -3
OC(CSc1ccccc1Cl)CN1CCN(c2ccccc2F)CC1 (stereo unspecified) | 11 | -30 | 4 | 23 | nt | nt | 27 | 2.3 | nt
CCC1(C)Cc2c(C#N)c(N)n(N)c(=S)c2CO1 (stereo unspecified) | -18 | nt | -5 | -17 | 1.1 | 2 | -6 | -0.069 | 5
CCCCC(CC)CNC(=O)CN(C)S(=O)(=O)c1cccc2nsnc12 (stereo unspecified) | 31 | -5 | -7 | 6 | 1.4 | -3 | -7 | -0.28 | 5
CC(=O)c1ccc(N2CCN(C(=O)c3cc(-c4ccc5c(c4)OCO5)nc4ccccc34)CC2)cc1 | 6 | 4 | 2 | -12 | 1.3 | 2 | 4 | 0.089 | 9
Brc1ccc(-c2noc(CCc3ccccc3)n2)cc1 | nt | 4 | -4 | 17 | 1.2 | -14 | 18 | -0.46 | 7
CCOC(=O)C1CCCN(Cc2cc(Br)ccc2OC)C1 (stereo unspecified) | nt | nt | nt | nt | 1.3 | -6 | nt | 0.25 | -1
COc1ccc(C(=O)NCCc2ccc(S(N)(=O)=O)cc2)cc1OC | 16 | -23 | -7 | -3 | 1.2 | 6 | -27 | -0.015 | 4
COCC(C)n1c(C)cc(C(=O)COC(=O)c2c(C)nn(-c3ccccc3)c2C)c1C (stereo unspecified) | -23 | -16 | 5 | -3 | 1.1 | 0 | 18 | 1.6 | 8
CCc1nc2cc(CC(=O)O)ccc2o1 | -48 | -16 | 0 | 10 | nt | nt | 2 | 0.65 | nt
CC(C)(C)n1nnnc1C(c1ccncc1)N1CCN(C2CCCCC2)CC1 (stereo unspecified) | 0 | -22 | -9 | -4 | 1.1 | -5 | 0 | 0.18 | 0
Cc1onc(-c2ccccc2Cl)c1C(=O)NCCN1CCOCC1 | -42 | -16 | 0 | 8 | 1.2 | -5 | -6 | -0.01 | 2
O=C(Cc1c(O)c2ccccc2[nH]c1=O)NCc1ccc(F)cc1 | 8 | -28 | -16 | 26 | 1.1 | 3 | 24 | -0.67 | 6
Cc1cc(C)cc(Oc2nn[nH]n2)c1 | -1 | 15 | -6 | 13 | nt | nt | -2 | 0.27 | nt
CCN1CCN(C(c2cc(OC)ccc2OC)c2nnnn2Cc2ccccc2)CC1 (stereo unspecified) | -13 | -18 | 5 | 3 | 1.2 | -1 | 3 | -0.28 | 5
Fc1ccc(NC(=S)N2CCCc3ccccc32)cc1 | nt | nt | 9 | -22 | nt | nt | 15 | -0.46 | nt
CCOc1cc2[nH]c(=O)n(CCc3ccc(OC)c(OC)c3)c(=O)c2cc1OCC | -14 | -16 | -5 | -10 | 1.1 | 6[fluorescence artefact?] | 16 | nt | 6
COc1ccc(CCNC(=O)CCCCn2c(=O)[nH]c3ccccc3c2=O)cc1OC | -5 | 7 | 15 | -5 | 1 | 13 | 2 | 0.58 | -4
Cc1cc2nc(CCN(C(=S)NCC(C)C)C3CCCC3)[nH]c2cc1C | 2 | -15 | -4 | 24 | nt | nt | 9 | 2.7* | nt
CCOC(=O)N1CCC(N2C(=O)c3ccccc3C2Nc2ccccc2C)CC1 (stereo unspecified) | 6 | -23 | -11 | 21 | 1.1 | -2 | -6 | 1.3 | 16
Cc1cc(C)n2nc(C(=O)Nc3ccc(N4CCOCC4)cc3)nc2n1 | -50 | -2 | -6 | 22 | nt | 8 | -15 | -0.38 | 13
Cc1ccc(NC(=O)c2cc(N3C(=O)C4CC=CCC4C3=O)ccc2N2CCOCC2)cc1Cl (stereo unspecified) | -2 | -24 | -2 | 12 | 1.1 | -4 | -7 | 0.62 | 1
CN(CCCNC(=O)c1cn(C)c2ccc(S(=O)(=O)N(C)C)cc2c1=O)c1ccccc1 | 38 | 5 | -3 | 10 | 1.1 | 3 | 10 | -0.093 | 2
Later entries
SMILES | IL1B cytotox | HUVEC tox TNFa | PTPN22 inh 2 | VCAM1 TNFa inh | MT1-MMP txn act | Smad3 FoxH1 inh | F-actin modifier | hDAT+cocaine | Candida biofilm
CC(NC(=O)COc1ccc(/C=N/NC(=O)C(=O)Nc2ccccc2Br)cc1)c1ccccc1 (stereo unspecified) | -28 | 2 | 15 | 6 | nt | nt | 5 | 2.4 | nt
O=C(COC(=O)c1ccccc1NC(=O)c1ccco1)NCC1CCCCC1 | -2 | -9 | -10 | 9 | nt | nt | 10 | -0.055 | nt
O=C(CSc1nc(C2CC2)nc2sc3c(c12)CCCC3)NCc1ccco1 | nt | nt | nt | nt | 1.2 | 9[fluorescence artefact?] | nt | 0.32 | 5
Cc1ccc(C(=O)Oc2oc(-c3ccco3)nc2C=Nc2ccc(Cl)cc2)cc1 | -9 | -9 | 4 | 8 | 1.4 | -17 | 9 | 0.18 | 7
CC1CCN(CC(=O)Nc2sc3c(c2C#N)CCC3)CC1 | 32 | 13 | -1 | -5 | 1.1 | -11 | -12 | -0.00056 | 5
Cc1ccc(NC(=S)NCc2cccnc2)cc1 | 4 | -14 | 3 | -2 | nt | nt | 6 | -1.2 | nt
CCCCn1cnc2cc(NCc3ccncc3)ccc21 | 4 | nt | 3 | nt | 1.1 | 1 | nt | 0.41 | 1
Cc1ccc(NCc2nnc(SCC(N)=O)n2CCc2ccccc2)cc1 | nt | 3 | -4 | -8 | 1.2 | 4 | -2 | 0.79 | 2
CCCc1nc(NC2CCCCC2)c(C#N)c2c1COC(C)(C)C2 | 3 | 6 | 5 | -3 | 1 | 7 | 16 | -0.55 | 2
Cc1cc(-n2c(=O)c(C#N)cc3c(=O)n4cccc(C)c4nc32)no1 | nt | nt | nt | nt | 1 | -2 | nt | -0.043 | 3
Cc1cc(C(=O)CSc2nc3ccccc3n2CCC#N)c(C)n1Cc1cccs1 | -29 | -16 | -31 | -5 | 1.5 | 0 | -4 | -0.065 | 9
CCCc1c(CC)c(=N)c2ccccc2n1C | 0 | -21 | -6 | 0 | 1.1 | -3 | 17 | -0.21 | 7
Cc1cccc2sc(NC(=O)C3CCCN(S(=O)(=O)c4cccc5nonc45)C3)nc12 (stereo unspecified) | 11 | 7 | 2 | -1 | nt | 12[fluorescence artefact?] | -3 | -0.011 | 9
CCOc1ccc2nc(SCC(=O)c3ccccc3)sc2c1 | -11 | -13 | -1 | 3 | 1.3 | 6 | 12 | 1.4 | 0
Cc1ccc(S(=O)(=O)CCc2nnc(NC(=O)C3CCCO3)s2)cc1 (stereo unspecified) | 8 | -30 | -7 | -8 | 1 | -3 | 7 | -1 | 7
O=C(CCn1nc(-c2ccccc2)ccc1=O)NCCCN1CCCCCC1 | -27 | -89 | 4 | -45 | 1.1 | 4[fluorescence artefact?] | 24 | nt | 3
O=C(NCc1ccco1)c1ccc(NC(=O)C2COc3ccccc3O2)cc1 (stereo unspecified) | -24 | -5 | -6 | 0 | 1.1 | -2 | 8 | 0.27 | 6
CCCNc1cc(C)oc(=O)c1C(=O)CCC | 10 | -4 | 5 | -8 | 1.1 | 14 | -31 | -1.1 | 6
CC(C)=CCCC(C)NC(=O)NC1CCCCC1 (stereo unspecified) | 13 | 17 | 6 | -5 | 1.2 | -2 | -5 | 1.5 | 6
CC(C)CC(OC(=O)c1nsc(Cl)c1Cl)C(=O)NCc1cccs1 (stereo unspecified) | -31 | -14 | 1 | 11 | 1.2 | 12[fluorescence artefact?] | 2 | -0.22 | 9
COc1ccc(NS(=O)(=O)c2ccc(SC)cc2)c(OC)c1 | -4 | -17 | -9 | 1 | 1.4 | -1 | 0 | -0.47 | 3
Cc1ccc2oc(=O)n(CC(=O)O)c2c1 | -65 | -28 | -2 | 14 | 1.1 | -3 | 5 | -0.27 | 9
Cc1ccc(F)cc1NC(=O)C12CC3CC(C1)CC(n1cnc([N+](=O)[O-])n1)(C3)C2 | nt | -18 | 10 | 14 | nt | nt | 14 | 1.2 | nt
CC(=O)N1CC=C2C(C#N)=C(N)C(C#N)(C#N)C(CCc3ccccc3)C2C1 (stereo unspecified) | nt | nt | nt | nt | 1.4 | 8 | nt | 0.79 | 2
COc1ccc(OC)c(NC(=O)Cn2c(-c3ccc(Cl)cc3)noc2=O)c1 | 6 | -1 | -3 | -31 | 1 | -14 | 62 | -0.1 | -4
Next results.
SMILES | IL1B cytotox | HUVEC tox TNFa | PTPN22 inh 2 | VCAM1 TNFa inh | MT1-MMP txn act | Smad3 FoxH1 inh | F-actin modifier | hDAT+cocaine | Candida biofilm
COc1ccc(CNC(=O)CCCn2c(SCC#N)nc3cc4c(cc3c2=O)OCO4)cc1 | -58 | -10 | 0 | 7 | nt | nt | -23 | 1.1 | nt
O=C(c1cc2ccccc2oc1=O)N1CCCC1 | -16 | 2 | -2 | 2 | 1.1 | 11 | -23 | 0.82 | 7
Cc1nn(CC#N)c(=O)n1-c1ccc(F)cc1 | -4 | -2 | -2 | 9 | 1.1 | 5 | -10 | -0.6 | -2
CCOC(=O)/C(=C\c1cccnc1)C(=O)c1cc(C(C)=O)c(Nc2ccccc2)s1 | -5 | 37 | 2 | 54* | 0 | 15 | nt | -0.86 | -1
Cc1ccnc2nc(C(=O)NCCc3ccc(F)cc3)nn12 | -125 | 4 | 13 | -12 | 1.3 | -3 | 0 | -0.083 | 2
COc1ccccc1C(=O)Nc1cccc(SC)c1 | -6 | -21 | 9 | -51 | 1.8 | -9 | 21 | 1.2 | 5
COc1ccccc1Nc1nc(C)cs1 | 2&2 | 2&3 | 10&-7 | -1&15 | 1.6&1.7 | 16&2 | 15&-13 | 1&-1.2 | 5&4
Clc1cccc(-c2nc(-c3ccccn3)no2)c1 | -4 | -29 | 1 | 7 | 0.1 | -2 | 24 | -0.097 | 8

Compounds listed so far that contain a cyano group, in the order listed:
SMILES | IL1B cytotox | HUVEC tox TNFa | PTPN22 inh 2 | VCAM1 TNFa inh | MT1-MMP txn act | Smad3 FoxH1 inh | F-actin modifier | hDAT+cocaine | Candida biofilm
CCC1(C)Cc2c(C#N)c(N)n(N)c(=S)c2CO1 (stereo unspecified) | -18 | nt | -5 | -17 | 1.1 | 2 | -6 | -0.069 | 5
CC1CCN(CC(=O)Nc2sc3c(c2C#N)CCC3)CC1 | 32 | 13 | -1 | -5 | 1.1 | -11 | -12 | -0.00056 | 5
CCCc1nc(NC2CCCCC2)c(C#N)c2c1COC(C)(C)C2 | 3 | 6 | 5 | -3 | 1 | 7 | 16 | -0.55 | 2
Cc1cc(-n2c(=O)c(C#N)cc3c(=O)n4cccc(C)c4nc32)no1 | nt | nt | nt | nt | 1 | -2 | nt | -0.043 | 3
Cc1cc(C(=O)CSc2nc3ccccc3n2CCC#N)c(C)n1Cc1cccs1 | -29 | -16 | -31 | -5 | 1.5 | 0 | -4 | -0.065 | 9
CC(=O)N1CC=C2C(C#N)=C(N)C(C#N)(C#N)C(CCc3ccccc3)C2C1 (stereo unspecified) | nt | nt | nt | nt | 1.4 | 8 | nt | 0.79 | 2
COc1ccc(CNC(=O)CCCn2c(SCC#N)nc3cc4c(cc3c2=O)OCO4)cc1 | -58 | -10 | 0 | 7 | nt | nt | -23 | 1.1 | nt
Cc1nn(CC#N)c(=O)n1-c1ccc(F)cc1 | -4 | -2 | -2 | 9 | 1.1 | 5 | -10 | -0.6 | -2

Some of the compounds tested; rates above refer to the full screens.
